BLM inh: qHTS Assay for Inhibitors of Bloom's syndrome helicase (BLM); RecQ-like DNA helicase BLM (Homo sapiens), P54132; recombinant BLM DNA unwinding, fluorescence dequenching; Potency, µM (series often up to 56.1 µM), for the others: at the highest dose activity change, negative = inhibition, most hits filed as inhibitors; hit rate 0.2% among 350,000;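 further: plate controls were vehicle for no effect and no enzyme for full effect; nearly all actives have a fitted effect of over 35% in size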
BAZ2B inh: qHTS Assay for Inhibitors of BAZ2B. Potency, µM (series often up to 114 µM), for inactives: at the top dose activity change, negative = inhibition, usual class: inhibitors. Bromodomain adjacent to zinc finger domain protein 2B (Homo sapiens), Q9UIF8. AID 504333, 2011. hit rate 4.4% among 360,000. AlphaScreen BAZ2B-H3K14Ac peptide displacement; further: on the % scale 0 is the no-effect control and ±100 the full control effect; nearly all actives have a fitted effect of over 60% in size
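BAZ2B 50 nM plus b-H3(5-23)K14Ac 50 nM, PBS pH 7.4/0.01% Tween-20, 30 min RT; compound added (max 110 uM), 30 min RT; streptavidin donor/Ni-chelate acceptor beads 10 ug/mL final, 20 min dark; AlphaScreen read.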
POLK inh: qHTS for Inhibitors of Polymerase Kappa | DNA polymerase kappa (Homo sapiens), Q9UBT6 | purified Pol kappa, fluorescent DNA synthesis assay, 10 min | Potency, µM (titrated, usually from 107 µM), without a hit: top-dose activity, negative = inhibition, hits mostly inhibitors | hit rate 0.53% among 400,000 | AID 588579, 2011; further: on the % scale 0 is the no-effect control and ±100 the full control effect
Target sequence (Q9UBT6 whole entry, looked up): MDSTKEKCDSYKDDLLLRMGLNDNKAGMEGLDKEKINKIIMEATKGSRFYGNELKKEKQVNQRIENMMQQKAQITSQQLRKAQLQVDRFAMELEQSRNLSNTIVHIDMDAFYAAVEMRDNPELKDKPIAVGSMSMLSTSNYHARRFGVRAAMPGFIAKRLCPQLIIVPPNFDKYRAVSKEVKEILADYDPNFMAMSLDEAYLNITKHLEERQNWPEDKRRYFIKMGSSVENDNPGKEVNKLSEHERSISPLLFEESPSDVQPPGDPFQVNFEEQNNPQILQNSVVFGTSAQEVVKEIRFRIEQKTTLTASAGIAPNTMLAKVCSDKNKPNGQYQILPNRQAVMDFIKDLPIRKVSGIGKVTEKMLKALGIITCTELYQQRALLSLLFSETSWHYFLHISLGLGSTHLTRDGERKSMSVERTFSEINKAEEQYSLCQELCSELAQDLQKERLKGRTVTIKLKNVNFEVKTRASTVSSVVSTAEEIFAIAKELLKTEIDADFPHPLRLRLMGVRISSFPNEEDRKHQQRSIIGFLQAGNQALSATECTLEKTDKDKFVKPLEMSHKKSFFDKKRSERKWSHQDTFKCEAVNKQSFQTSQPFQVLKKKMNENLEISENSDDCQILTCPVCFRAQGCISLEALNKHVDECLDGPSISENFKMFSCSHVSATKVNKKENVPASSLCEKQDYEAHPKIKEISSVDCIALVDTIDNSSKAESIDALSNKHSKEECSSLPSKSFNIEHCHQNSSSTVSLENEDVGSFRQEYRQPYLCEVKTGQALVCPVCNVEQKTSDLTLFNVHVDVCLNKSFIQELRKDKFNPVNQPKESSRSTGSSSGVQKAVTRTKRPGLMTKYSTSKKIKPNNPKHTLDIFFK
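10 nM Pol kappa preincubated 15 min at room temperature with compounds, then reaction started with substrate at 50 nM final. Fluorescence read kinetically at 0 and 10 min; buffer-only wells served as negative control.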
APE1 inh: qHTS Assay for Inhibitors of the Human Apurinic/apyrimidinic Endonuclease 1 (APE1) | DNA repair nuclease/redox regulator APEX1 (Homo sapiens), P27695 | recombinant APE1, TAMRA/BHQ-2 abasic DNA cleavage fluorescence | Potency, µM (doses to about 65.8 µM), without a hit: top-dose activity change, negative = inhibition, hits mostly inhibitors | hit rate 0.35% among 350,000;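 further: plate controls were vehicle for no effect and reference inhibitor for full effect; nearly all actives have a fitted effect of over 55% in size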
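Enzyme (0.75 nM final) and test compound are incubated 15 min at room temperature before adding 50 nM quenched THF abasic-site duplex. Cleavage dequenches TAMRA, followed at 525/598 nm over three reads one minute apart.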
POLH inh: qHTS for Inhibitors of Polymerase Eta | DNA polymerase eta (Homo sapiens), Q9Y253 | recombinant Pol eta, fluorescent DNA replication assay | Potency, µM (series often up to 114 µM), for the others: at the highest dose activity change, negative = inhibition, most hits filed as inhibitors | hit rate 1.2% among 390,000 | AID 588591, 2011; further: on the % scale 0 is the no-effect control and ±100 the full control effect
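Fluorescent replication assay: 50 nM final substrate added after a 15 min room-temperature compound preincubation with 10 nM enzyme. Signal taken at 0 min and again at 10 min.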
POLI inh: qHTS for Inhibitors of Polymerase Iota; DNA polymerase iota (Homo sapiens), Q9UNA4; Pol iota fluorescent replication assay, 10 min; Potency, µM (doses to about 115 µM), for inactives: at the highest dose activity, negative = inhibition, most hits filed as inhibitors; hit rate 1% among 390,000
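Pol iota at 10 nM preincubated 15 min with compounds at room temperature; reaction started with fluorescent substrate, 50 nM final. Fluorescence read kinetically at 0 and 10 min; buffer-only wells as negative control.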
G9a block: qHTS Assay for Inhibitors of Histone Lysine Methyltransferase G9a. Histone-lysine N-methyltransferase EHMT2 (Homo sapiens), Q96KQ7. G9a H3K9 monomethylation, AlphaScreen, 2 h. Potency, µM (highest dose often 102 µM), inactives show top-dose activity, negative = inhibition, actives largely listed as inhibitors. hit rate 8.8% among 350,000. AID 504332, 2011; further: on the % scale 0 is the no-effect control and ±100 the full control effect; nearly all actives have a fitted effect of over 75% in size
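Methyltransferase reactions run at room temperature for 2 h (20 nM enzyme, 500 nM biotin-H3K9 peptide, 20 uM SAM) after a 15 min compound preincubation; product detected by AlphaScreen beads and anti-H3K9me1 antibody.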
Pol beta inh: qHTS Assay for Inhibitors of DNA Polymerase Beta; hit rate 1.3% among 340,000; Pol beta primer extension/strand displacement, fluorescence kinetic; Potency, µM (doses to about 114 µM), for the others: at the top dose activity change, negative = inhibition, hits mostly inhibitors; further: on the % scale 0 is the no-effect control and ±100 the full control effect
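Human Pol beta at 10 nM; strand-displacement substrate 50 nM final. Compound exposure 15 min at room temperature before start, reaction 10 min at room temperature.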
JMJD2A Tudor: qHTS Assay for Inhibitors of JMJD2A-Tudor Domain; Lysine-specific demethylase 4A (Homo sapiens), O75164; AlphaScreen JMJD2A-Tudor / H3K4me3 peptide binding; Potency, µM (doses to about 114 µM), inactives show at the highest dose activity change, negative = inhibition, actives largely listed as inhibitors; AID 504339, 2011; hit rate 4.4% among 390,000; further: on the % scale 0 is the no-effect control and ±100 the full control effect; nearly all actives have a fitted effect of over 50% in size
The depositor's hits bear a star; ? = inconclusive; / = not tested or not shown; & = joins results of further samples; [ ] = remark or other dose. The call rests on the fitted dose curve; in most records, active means well fitted curve in the direction sought with a large enough effect; inconclusive means small, poorly fitted or top-dose-only effect, or another doubt; inactive means no such curve, though single readings can be large; an effect the other way counts as inactive or inconclusive. Potency means the concentration at half of the fitted maximal effect.

BLM inh	BAZ2B inh	POLK inh	APE1 inh	POLH inh	POLI inh	G9a block	Pol beta inh	JMJD2A Tudor	Molecule
-6%	-12%	-14%	16%	-5%	6%	66%	19%	-16%	COc1ccc(C)cc1NC(=O)NNC(=O)C(C)Oc1ccc(F)cc1Cl (stereo not given)
-8%	3%	13%	/	-18%	13%	3%[59 µM]	7%	-11%	Cc1cccc(NC(=O)CSC2=Nc3ccccc3C3=NC(CCC(=O)NCc4ccc(F)cc4)C(=O)N23)c1 (stereo not given)
/	-3%	-7%	-6%	-10%	25%	6%[0.501 µM]	/	-6%	CN(C)S(=O)(=O)n1cnc(C(CCO)c2ncn(S(=O)(=O)N(C)C)c2CCCO)c1 (stereo not given)
/	?	-9%	-7%	?	?	?	/	79µM*	N#Cc1c([N+](=O)[O-])cc([N+](=O)[O-])cc1S(=O)(=O)Cc1ccccc1
-6%	-8%[57.1 µM]	-6%	-3%	4%	?	/	79µM*	-17%	NC(=O)CC(NC(=O)c1ccccc1)c1ccc(NCCCN2CCCC2=O)c([N+](=O)[O-])c1 (stereo not given)
-5%	-16%	2%	-10%	-9%	9%	13%	22%	6%	Cc1ccccc1C(=O)Nc1ccnn1C1CCN(Cc2ccncc2)CC1
2%	32%[activator]	3%	-4%	-16%	57%[activator]	/	33%	-10%	CCOC(=O)CNC(=O)N1CCCC(N(C)CCc2ccccc2)C1 (stereo not given)
1%	-7%[57.1 µM]	-3%	9%	-13%	41%[activator]	23%	7%	-12%	CCc1nnc(NC(=O)CCC(=O)N2CCN(S(=O)(=O)c3ccc(OC)cc3)CC2)s1
-9%	-18%	-4%	-5%	-10%	14%	?	-17%	4%	CC(=O)Nc1ccc2nc(-c3ccco3)[nH]c2c1
1%	-2%	-2%	-1%	-13%	24%	-28%[12.7 µM]	0%	-1%	Cc1ccc(NC(=O)c2ccc(S(=O)(=O)N3CCC(C)CC3)cc2)cc1
-2%	-9%	-1%	34%	-5%	122%[activator]	30%	-29%	-10%	COc1ccc(Cl)cc1S(=O)(=O)n1ccnc1
1%	-21%	1%&-11%	23%	-12%	0%&4%	13%	-2%	-11%	O=S1(=O)CCOCCCN1Cc1ccccc1

Structural class: the entries above with a Cl atom (2)
BLM inh	BAZ2B inh	POLK inh	APE1 inh	POLH inh	POLI inh	G9a block	Pol beta inh	JMJD2A Tudor	Molecule
-6%	-12%	-14%	16%	-5%	6%	66%	19%	-16%	COc1ccc(C)cc1NC(=O)NNC(=O)C(C)Oc1ccc(F)cc1Cl (stereo not given)
-2%	-9%	-1%	34%	-5%	122%[activator]	30%	-29%	-10%	COc1ccc(Cl)cc1S(=O)(=O)n1ccnc1

Additional structures follow.
BLM inh	BAZ2B inh	POLK inh	APE1 inh	POLH inh	POLI inh	G9a block	Pol beta inh	JMJD2A Tudor	Molecule
-8%	10µM*	-10%[60.1 µM]	-2%	-6%	44%[activator]	8.9µM*	14%	11µM*	Cc1ccc(-n2nc(C)c3c2OC(N)=C(C#N)C3c2ccc(C)o2)cc1 (stereo not given)
0%	11%	-3%	2%	-19%	22%	?	22%	-17%	CCCCn1c(N)c(NCc2ccccc2)c(=O)[nH]c1=O
-2%	-4%	3%	4%	-9%	16%	17%	5%	-9%	Cc1ccc(NS(=O)(=O)c2ccc(C(=O)NCC3CCCO3)cc2)cc1 (stereo not given)
-2%	-4%	4%	/	-13%	26%	33%[59 µM]	5%	-9%	Cc1ccc(C(=O)NCC(=O)OCc2cc(=O)n3nc(C4CCCCC4)sc3n2)cc1
-2%	-4%	-13%	0%	-23%	7%	?	-25%	-3%	COc1cc(C2NC(=S)NC(C)=C2C(=O)OC(C)C)ccc1OC(C)C (stereo not given)
-6%	-6%	-18%	0%	-7%	27%	/	4%	-26%	O=C(N/N=C/c1cc(Br)cs1)c1ccc2c(c1)OCCO2
-2%	3%	6%	-9%	-5%	66%[activator]	64%[activator]	11%	6%	Cc1cc(C)c(NC(=O)CS(=O)CC(=O)Nc2ccc(-n3cnnn3)c(C)c2)c(C)c1 (stereo not given)
-2%	14%	0%	1%	-9%	-7%	2%	4%	6%	CC(=O)Nc1ccc(NC(=O)CSc2nnc(C3CC3)n2C)cc1
4%	?	-6%	-6%	-1%	9%	3%[12.7 µM]	10%	-17%	Cc1cc(C(=O)N/N=C2\CCCC(C)C2)n[nH]1 (stereo not given)
-4%	8%	-15%	4%	-2%	21%	?	8%	3%	COc1cc(OC)cc(C(=O)NC2CCN(Cc3nnnn3Cc3cccs3)CC2)c1
-10%	1%	-1%	-1%	-15%	20%	/	18%	2%	Cc1ccc(-n2ncc3c(=O)n(CC(=O)N(C)C)cnc32)cc1
-5%	28µM*	-8%	1%	-18%	?	7.1µM*	2%	50µM*	CCCCCC(=O)Nc1nc(C)c(-c2csc(Nc3cc(OC)ccc3OC)n2)s1
2%	6%	-7%	-5%	-20%	-9%	-8%[59 µM]	6%	-7%	O=C(CSc1nnc(-c2ccc(F)cc2)n1-c1ccccc1)NCCN1C(=O)CSC1=O
37%[activator]	-4%	-7%	-9%	4%	20%	-31%[59 µM]	-8%	9%[57.1 µM]	Clc1ccc2c(N3CCCC3)ccnc2c1
-3%	-18%	-23%	/	-6%	56%[activator]	-23%[59 µM]	-3%	-22%	COc1ccc(Cl)cc1NC(=O)CCS(=O)(=O)c1cccc2nonc12
3%	?	-13%	3%	-21%	86%[activator]	?	55%	-1%	CC(=O)NC(=S)Nc1ccc(NC(=O)COc2ccc(C(C)C)cc2)cc1
-7%	-19%	-20%	1%	-1%	115%[activator]	14%	?	6%[11.4 µM]	O=C1N/C(=N\N=C\c2ccco2)SC1Cc1ccc(F)cc1 (stereo not given)
-4%	-6%	-9%	-15%	7%	12%	/	36%	-5%	Cc1cc(OCC(=O)Nc2nccs2)c2c(C)cc(=O)oc2c1
/	3%	-5%	-8%	-17%	?	?	/	79µM*	CCC(=O)Nc1ccc(N2CCOCC2)c(S(=O)(=O)Nc2ccc(Cl)cc2)c1
3%	22%	3%	6%	-7%	2%	36%[59 µM]	20%	-11%	O=C(Nc1nccs1)c1cc(-c2ccccc2)nn1-c1ccccc1
0%	-11%	-5%	-3%	-6%	-12%	4%	2%	-21%	CCn1nc(C)c(CN2CCCC(C(=O)c3cccc(OC(C)C)c3)C2)c1C (stereo not given)
3%	-9%	3%	1%	-14%	12%	-10%[12.7 µM]	-1%	22µM*	COc1ccc(-c2cc(=O)oc3c(C)c(O)c(CN(C)C)cc23)cc1
/	25%	-19%	6%	4%	-21%	?	/	3%	N#Cc1ccc(CN2CCN(C(=O)CNC(=O)Cc3ccccc3)CC2)cc1
0%	5%	-19%	1%	-15%	101%[activator]	/	0%	-7%	CN(C)C(=O)c1ccc(NS(=O)(=O)c2ccc3c(c2)OCCO3)cc1

An excerpt of these results, with each value named:
O=C1N/C(=N\N=C\c2ccco2)SC1Cc1ccc(F)cc1 (stereo not given)
  BLM inh: -7%; BAZ2B inh: -19%; POLK inh: -20%; APE1 inh: 1%; POLH inh: -1%; POLI inh: 115%[activator]; G9a block: 14%; Pol beta inh: ?; JMJD2A Tudor: 6%[11.4 µM]
Cc1cc(OCC(=O)Nc2nccs2)c2c(C)cc(=O)oc2c1
  BLM inh: -4%; BAZ2B inh: -6%; POLK inh: -9%; APE1 inh: -15%; POLH inh: 7%; POLI inh: 12%; G9a block: /; Pol beta inh: 36%; JMJD2A Tudor: -5%

Later entries.
BLM inh	BAZ2B inh	POLK inh	APE1 inh	POLH inh	POLI inh	G9a block	Pol beta inh	JMJD2A Tudor	Molecule
-3%	-3%	-8%	3%	-17%	36%[activator]	-7%	-12%	-13%	CN(C)C(=O)CN1CCN(Cc2cn(C)nc2-c2ccc3c(c2)OCCO3)CC1
/	/	-8%	0%	7%	-1%	/	/	-19%	COc1ccc(S(=O)(=O)Nc2cccc3c2O[C@H](CN(C)S(=O)(=O)c2ccccc2)[C@@H](C)CN([C@H](C)CO)C3=O)cc1
-6%	3%	-4%	-3%	-4%	40%[activator]	11%[59 µM]	4%	-15%	Cc1ccc(CCn2c3c(c4ccccc42)CN(C)CC3)cn1
7%	-8%	/	-8%	/	/	-25%	19%	/	Cc1nnc(NC(=O)c2oc3cc(C)c(C)cc3c2C)s1
-7%	-21%	-6%	4%	10%	-4%	-3%[59 µM]	2%	-7%	C=CCOc1ccc(CNC(C)(C)C)cc1OC
-13%	2%	1%	6%	-8%	6%	?	34%	-11%	O=C(CN1C(=O)CCC1=O)Nc1nc(-c2nc3ccccc3s2)cs1
0%	-19%	-2%	17%	-5%	162%[activator]	-33%	7%	15%	Cc1ccc(S(=O)(=O)N[C@@H](Cc2ccccc2)C(=O)N2CCC(C(=O)N[C@@H](CCC(N)=O)C(=O)O)CC2)cc1
/	/	-1%	/	0%	?	/	/	-20%	O=C(c1ccc2c(c1)C(=O)N(c1ccc(Cl)cc1)C2=O)N1CCN(c2ccccn2)CC1
0%	-2%	-3%	9%	6%	27%	8%	9%	-5%	COc1ccccc1C(=O)N/C(=C\c1cn(S(=O)(=O)N(C)C)c2ccccc12)C(=O)N1CCCCC1
2%	-13%	-10%	/	0%	-12%	11%[59 µM]	18%	-20%	Cc1c(CNC2CCCCC2)c(C(=O)O)c(C)n1Cc1ccc(F)cc1
-12%	-35%	-3%	-2%	-10%	-5%	?	34%	-6%	Cc1ccc(-n2nc3ccc(N)cc3n2)cc1
/	/	-27%	-1%	6%	?	/	/	?	CCC(CO)Oc1cc(NCc2ccccc2OC)c2ncn(C(C)C)c2c1 (stereo not given)
1%	-2%	21%	/	-11%	-5%	4%[59 µM]	-22%	-17%	CCOc1ccc(-c2nn(CC(=O)NC3CCCCC3)c3c2cnc2ccc(C)cc23)cc1
-4%	-11%	-9%	12%	-7%	0%	?	3%	-8%	CC(C)=C1SC(N2CCN(Cc3ccccc3)CC2)=NC1=O
1%	3.2µM*	-18%	0%	-7%	?	?	-2%	20µM*	COc1ccc(N2CCC(CNC(=S)Nc3cc(C)cc(C)c3)C2)cc1 (stereo not given)

Screens from PubChem.

Not all compounds are listed (hit frequency here may not be typical).
